# RXFP1 ag: qHTS Assay for Agonists of the Relaxin Receptor RXFP1 | Potency, µM (series often up to 57.5 µM), for the others: at the highest dose activation, most hits filed as activators | Relaxin receptor 1 (Homo sapiens), Q9HBX9 | AID 2676, 2010 | 0.3% of 370,000 active | HEK293T-RXFP1 cAMP TR-FRET, 30 min; response scale: percent of porcine relaxin response, buffer zero; note: potency is the fitted concentration of half-maximal effect; % is set by controls: 0 for no effect and ±100 for the full control effect; nearly all actives have a fitted effect of over 60% in size; many of its hits are not listed in these tables
#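 HEK293T cells stably expressing RXFP1 were pretreated with the PDE4 inhibitor Ro 20174, exposed to compounds for 30 min at 37C, lysed, and cAMP was read by TR-FRET. Data normalized to buffer (basal) and 29 nM porcine relaxin (100%).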
# D1 antagonist: Antagonist of Human D 1 Dopamine Receptor: qHTS; D(1A) dopamine receptor (Homo sapiens), P21728; HEK293 TREx D1 cells, calcium flux, dopamine EC80; stronger effect = lower value; activity change, negative = inhibition, % at 10 µM; 3.2% of 360,000 active; AID 504652, 2011; in the data active = activity change below about -30%; note: % is set by controls: 0 for no effect and ±100 for the full control effect
# Target sequence (P21728 whole entry, looked up): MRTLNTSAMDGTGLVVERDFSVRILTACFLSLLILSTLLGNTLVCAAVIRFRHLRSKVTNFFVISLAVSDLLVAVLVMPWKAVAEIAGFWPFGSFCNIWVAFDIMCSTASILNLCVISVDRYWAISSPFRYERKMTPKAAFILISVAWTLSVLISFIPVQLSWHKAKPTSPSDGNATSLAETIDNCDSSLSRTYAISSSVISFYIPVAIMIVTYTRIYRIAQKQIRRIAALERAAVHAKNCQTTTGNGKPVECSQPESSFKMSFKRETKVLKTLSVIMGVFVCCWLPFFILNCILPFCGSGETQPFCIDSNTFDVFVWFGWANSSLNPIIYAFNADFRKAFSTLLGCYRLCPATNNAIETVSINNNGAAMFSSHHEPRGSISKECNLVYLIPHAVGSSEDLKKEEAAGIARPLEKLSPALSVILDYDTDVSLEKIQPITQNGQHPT
#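 HEK293 T-REx cells expressing inducible, force-coupled D1 receptor; no-wash Ca dye, 30–90 min RT. Cmpd → 180 s read at 1 Hz → EC80 DA → 180 s read.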
# D2 PAM: HTS Assay for Positive Allosteric Modulators of the Human D2 Dopamine Receptor: Primary Screen for Potentiators; potentiation, % at 10 µM; 0.34% of 340,000 active; AID 485347, 2010; D(2) dopamine receptor (Homo sapiens), P14416; HEK293 T-REx D2, calcium flux, EC20 dopamine potentiation;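 active = potentiation over 3 SD above the plate norm, cut at about 30% in these data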; note: 0% is about no effect
#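 Primary screen. Calcium kinetics in induced HEK293 T-REx D2 cells: compound pre-addition 180 s, EC20 dopamine, 180 s more.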
# GRP78 ERSR act: qHTS for Inducers of the Endoplasmic Reticulum Stress Response (ERSR) in Human Glioma: qHTS; U87-MG GRP78 promoter luciferase reporter, 16 h; Potency, µM, for inactives: at the highest dose activation, actives largely listed as activators; 0.02% of 420,000 active; AID 602332, 2012; note: potency is the fitted concentration of half-maximal effect; series mostly up to about 76 µM; % of control where 0% means no effect; nearly all actives have a fitted effect of over 35% in size
#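 Stably transfected U87-MG glioma cells carrying a GRP78-based luciferase sensor; 16 h compound incubation. Luminescence end-point read 10 min after Bright-Glo addition at room temperature.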
# Vif-APOBEC3F blk: qHTS for Inhibitors of Vif-A3F Interactions: qHTS; HeLa A3F-eYFP + Vif (tagged APOBEC3F with the HIV-1 protein that degrades it), YFP fluorescence increase; Potency, µM (doses to about 46.1 µM), for inactives: top-dose activity, negative = active; 0.2% of 390,000 active; note: potency is the fitted concentration of half-maximal effect; % of control where 0% means no effect; nearly all actives have a fitted effect of over 65% in size
#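 HeLa cells stably expressing A3F-eYFP plus Vif, plated and incubated overnight at 37 deg C, then exposed to compounds overnight at 37 deg C. Blocked degradation read as raised yellow fluorescence (Ex 488/Em 500-530).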
# D1 agonist: Allosteric Agonists of the Human D1 Dopamine Receptor: qHTS | AID 504660, 2011 | 1% of 360,000 active | HEK293 T-REx D1 cells, calcium flux, agonist mode | activation, % at 2 µM | D(1A) dopamine receptor (Homo sapiens), P21728; in the data active = activation above about 30%; note: 0% is about no effect
#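 Agonism was scored from calcium flux recorded over 180 s (1 read/s) after pintool compound addition, following a 10-cycle baseline. Cells were inducible force-coupled HEK293 TREx D1, plated overnight at 30 C and loaded with no-wash calcium dye.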
# RXFP1 antag: qHTS Assay for Antagonists of the Relaxin Receptor RXFP1; Relaxin receptor 1 (Homo sapiens), Q9HBX9; HEK293-RXFP1, relaxin-stimulated cAMP HTRF, 30 min; stronger effect = lower value; activity change, negative = inhibition, % at 57.5 µM; 0.59% of 350,000 active; AID 1259400, 2018;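 active = activity change of -60% or lower, but not beyond a set lower limit; inconclusive = change between -60% and -40%, or beyond the set limit; inactive = change above -40%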; note: % is set by controls: 0 for no effect and ±100 for the full control effect
# Vif-A3G inh: qHTS for Inhibitors of Vif-A3G Interactions: qHTS; HeLa A3G-eYFP + Vif (tagged APOBEC3G with the HIV-1 protein that degrades it), YFP fluorescence, overnight; DNA dC->dU-editing enzyme APOBEC-3G (Homo sapiens), Q9HC16; Potency, µM (titrated, usually from 46.1 µM), for the others: at the highest dose activity, negative = active, usual class: inhibitors; 0.076% of 410,000 active;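 note: potency is the fitted concentration of half-maximal effect; % is set by controls: 0 for no effect and ±100 for the full control effect; nearly all actives have a fitted effect of over 60% in size; hits raise eYFP signal because A3G escapes Vif-driven loss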
# Target sequence (Q9HC16 whole entry, looked up): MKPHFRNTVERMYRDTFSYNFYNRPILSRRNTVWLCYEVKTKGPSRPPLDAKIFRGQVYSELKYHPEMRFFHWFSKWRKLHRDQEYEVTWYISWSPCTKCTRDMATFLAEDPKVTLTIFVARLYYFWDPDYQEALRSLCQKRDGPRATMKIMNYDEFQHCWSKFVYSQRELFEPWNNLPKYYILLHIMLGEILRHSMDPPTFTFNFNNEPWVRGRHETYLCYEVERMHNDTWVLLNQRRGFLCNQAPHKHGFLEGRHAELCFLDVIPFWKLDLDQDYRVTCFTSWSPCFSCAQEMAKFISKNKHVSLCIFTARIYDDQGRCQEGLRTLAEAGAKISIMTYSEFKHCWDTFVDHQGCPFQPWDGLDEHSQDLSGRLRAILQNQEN
#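 HeLa cells stably expressing Vif and C-terminally eYFP-tagged A3G, seeded overnight at 37 deg C, then exposed to compound by pintool overnight at 37 deg C. Rise in yellow fluorescence (Ex 488/Em 500-530, Acumen) marks blocked Vif-driven A3G degradation.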
# D1 PAM: Potentiators of Human D1 Dopamine Receptor: qHTS. D(1A) dopamine receptor (Homo sapiens), P21728. HEK293 TREx D1 cells, calcium flux, dopamine EC20 potentiation. potentiation, % at 10 µM. 0.036% of 360,000 active; in the data active = potentiation above about 30%; note: 0% is about no effect
# Starred values were filed as active, the others as inactive; ? = inconclusive; . = not tested or not shown; & = joins results of further samples. Unless noted, calls come from the whole dose curve; as a rule, active = well fitted curve in the direction sought with a large enough effect; inconclusive = small, poorly fitted or top-dose-only effect, or another doubt; inactive = no such curve, though single readings can be large; an effect the other way counts as inactive or inconclusive.
SMILES,RXFP1 ag,D1 antagonist,D2 PAM,GRP78 ERSR act,Vif-APOBEC3F blk,D1 agonist,RXFP1 antag,Vif-A3G inh,D1 PAM
CCCN1Cc2cccc(C(=O)Nc3cc(OC)cc(OC)c3)c2C1=O,0.1%,3.2,-13.8,-2.0%,5.1%,0.4,6.0,-6.9%,7.3
Cc1ccc2nc(COc3cccc(NC(=O)COc4ccc(F)cc4)c3)cc(=O)n2c1,-0.1%,1.4,6.1,-1.7%,-0.8%,-0.8,-2.1,3.3%,-3.0
Cc1cc(C)cc(N2C(=O)CS(=O)(=O)C23C(=O)N(C)c2ccccc23)c1 (stereo not drawn),1.3%,3.3,-10.1,-2.3%,-1.6%,2.2,.,-1.5%,-2.5
CC12CCC(C(=O)NCc3cccnc3)(OC1=O)C2(C)C (stereo not drawn),0.4%,-1.4,0.2,-3.5%,.,2.7,10.5,2.1%,-7.5
CN(C(=O)c1ccc(Cl)cc1)c1ccc(OCC(=O)Nc2cc(C(=O)O)ccc2Cl)cc1,.,.,.,-0.4%,3.3%,.,0.5,-5.5%,.
COc1ccc(CC(=O)Nc2nc(-c3ccc(F)c(F)c3)cs2)cc1,-3.0%,-18.6,2.1,-0.1%,-5.1%,4.0,-31.9,-17.1%,-10.1
CCCOc1cccc(C(=O)NCCCNC(=O)c2ccccn2)c1,-0.6%,-5.6,6.4,-3.8%,1.8%,-0.5,3.4,0.4%,-2.5
CCOC(=O)N1CCN(CC(=O)Nc2ccc(F)c(F)c2F)CC1,0.8%,3.4,23.9,-4.5%,-3.8%,3.6,-7.3,-0.6%,0.8
CN(C)c1cccc(C(=O)OCC(=O)Nc2ccccc2Sc2ccccc2)c1,2.9%,-5.6,3.8,-4.7%,1.8%,6.7,-2.3,-1.4%,-2.6
CCN(CC1COc2ccccc2O1)C(=O)CN1C(=O)NC(C)(c2ccccc2)C1=O (stereo not drawn),0.6%,2.7,-7.9,-3.8%,-0.8%,4.8,-5.1,-7.2%,-1.1
Cc1c(N=Cc2c(O)n(C)c(=O)c3ccccc23)c(=O)n(-c2ccccc2)n1C,-1.1%,8.5,0.5,-3.9%,4.7%,-0.9,23.0,2.0%,-4.6
CC(C)(C)CC(C)(C)NC(=S)N1CCN(Cc2ccc3c(c2)OCO3)CC1,1.6%,27.6,-0.4,-1.2%,-8.2%,0.2,4.4,0.3%,-5.2
CCCn1nc(NC(=O)c2cccs2)c2cc3ccc(C)cc3nc21,1.8%,-3.0,-2.4,1.1%,1.4%,2.5,-8.6,-3.3%,-9.2
CCS(=O)(=O)c1nc(S(=O)(=O)c2ccc(C)cc2)c(NCc2ccccc2Cl)s1,-2.3%,-6.9,5.6,-3.9%,0.4%,8.2,-9.9,-0.4%,-2.9
CCc1ccc(-n2c(SCc3ccccc3Cl)nc3[nH]ncc3c2=O)cc1,1.0%,9.4,-3.2,3.8%,-3.3%,4.2,-15.4,-16.1%,3.8
C=C(C)CC(c1ccccc1)N(C(C)=O)c1ccco1 (stereo not drawn),-1.1%,-8.0,-1.4,-0.2%,-2.3%,-0.4,1.3,2.3%,0.8
COCCCNC(=O)CCS(=O)(=O)Cc1ccc(C)cc1,0.8%,-2.4,3.2,1.2%,-1.8%,0.3,4.3,2.1%,-0.4
CC(=O)NCCOC(=O)Nc1ccncc1,0.0%,-11.8,-6.8,-4.2%,8.5%,-0.3,-21.6,2.1%,-3.2
CC(C)c1c(C(=O)N/N=C/c2cccnc2)nnn1-c1nonc1N,-0.2%,1.8,-5.0,-4.4%,-26.4%,7.3,-5.6,2.6%,-8.9
CC1O[C@@H](O[C@H](C)CC[C@@H](C)O)C(O)C[C@H]1O (stereo partly drawn),0.2%,-3.1,-4.2,-2.7%,-1.3%,3.6,.,1.8%,-0.1
Cc1ccc(CNC(=O)C(=O)NCC2CCCO2)cc1 (stereo not drawn),-1.2%,26.5,-7.1,0.3%,-12.5%,0.9,-12.5,0.3%,-4.6
COCCN(C(=O)c1csnn1)C(C(=O)NC1CCCC1)c1ccc(C)cc1 (stereo not drawn),1.8%,8.3,1.3,-3.4%,-16.1%,4.1,-33.7,0.8%,.
Cc1cc(Cl)ccc1NC(=O)C1CCCN1S(=O)(=O)c1ccc2c(c1)CCCC(=O)N2 (stereo not drawn),2.5%,13.5,8.2,4.6%,2.4%,1.6,.,4.6%,-2.4
COC(=O)c1sc2nc(-c3ccco3)ccc2c1N,9.8%,-8.3,-5.0,-3.2%,-26.1%,1.0,4.3,-4.3%,-3.4
CCCn1c(=O)c(C(=O)NCc2ccccc2)c(O)c2ccccc21,6.6%,19.5,10.2,-4.0%,3.5%,8.6,-18.4,-4.3%,-3.6
CCOP(=O)(CC(C(C)=O)C(O)c1ccccc1)OCC (stereo not drawn),0.3%,-5.0,7.2,-3.3%&0.5%,-0.7%,-1.4,.,-2.7%,6.1
Cc1cc(=O)[nH]c(SCC(=O)N2CC3(C)CC2CC(C)(C)C3)n1 (stereo not drawn),.,.,.,0.7%,?,.,3.2,1.1%,.
Cc1ccc(S(=O)(=O)N(CC(O)Cn2c3ccccc3c3ccccc32)c2cccc(C(=O)N(C)C)c2)cc1 (stereo not drawn),7.2%,2.4,-9.2,-1.6%,7.2%,1.1,.,1.7%,-1.7
COc1ccc(-c2ccc(S(=O)(=O)N3CCOCC3)cc2)cc1,1.7%,1.9,-2.8,-3.5%,-3.9%,2.0,-5.5,-3.5%,-3.1
O=c1c2cnn(-c3ccccc3)c2ncn1CCc1ccccc1,4.8%,3.6,-19.2,4.8%,-10.1%,6.7,-7.6,0.3%,2.2
O=C(NC1CCCCC1)c1cc(-c2ccc(O)cc2)on1,2.5%,4.3,.,1.2%,-0.2%,3.0,-21.8,2.9%,-11.2
CCOc1cc(C2NC(=O)NC(O)(C(F)(F)F)C2C(=O)c2ccc(Cl)cc2)ccc1O (stereo not drawn),2.1%,11.8,3.5,-0.4%,-0.1%,2.4,-0.4,2.7%,2.3
Cc1nn(-c2ccccn2)c2nc(-c3cccs3)cc(C(=O)NCc3ccco3)c12,3.2%,-5.6,0.1,2.1%,-3.7%,1.4,5.6,1.4%,7.2
COc1cccc(NC(=O)CCCOc2cc(=O)n(C)c3ccccc23)c1,0.9%,5.8,-2.4,2.1%,-5.3%,-0.2,3.1,4.4%,-4.5
COC(=O)c1cc(C(=O)c2cc(F)ccc2O)cn2c(=O)c3c(C)c(C)sc3nc12,0.5%,20.5,6.8,-5.5%,0.7%,13.9,10.0,0.2%,1.1
N#C/C(C(=O)N1CCCCC1)=C1\Nc2ccccc2S1,-1.6%,3.0,-4.1,-1.1%,-4.7%,1.1,-9.7,-2.4%,-3.9
O=C(NCCN1CCOCC1)c1cc(Sc2cccc(Cl)c2)nc2ccccc12,2.3%,-2.9,-3.7,-3.2%,-8.7%,5.1,-11.0,0.9%,-1.6
COC(=O)c1cc(C)nc2c1c(=O)nc(SCc1cccc(C)c1)n2C1CC1,5.4%,-1.4,14.0,-1.9%,-2.2%,2.6,-21.9,0.3%,-0.1
O=C(N/N=C/c1ccccn1)c1cccc(NC(=O)c2ccccc2Cl)c1,0.7%,4.7,10.5,-2.8%,-1.2%,0.6,-5.0,-7.6%,-0.5
CC(C)OC(=O)CC(=O)c1sc2nc3c(cc2c1N)CN(C)CC3,6.3%,-5.7,-3.7,-8.1%,-13.2%,19.5,-5.8,-0.7%,-0.1
CCOC(=O)C1=C(C)NC2(O)c3ccccc3C(=O)C12O (stereo not drawn),-1.4%,-21.1,2.2,1.6%,0.1%,5.0,1.4,0.2%,-16.2
O=C(NCC1CCCCC1)c1cc([N+](=O)[O-])ccc1Cl,-1.1%,-15.2,3.0,-3.5%,-44.9%,1.5,17.4,-3.6%,-4.3
O=C(CSc1nnc(-c2ccc(F)cc2)o1)NC1CCCC1,2.8%,-12.4,-4.2,-2.5%,4.9%,3.1,-11.9,-2.4%,-6.0
CC(C)(C)C(=O)Nc1nc(=S)ss1,-0.2%,-13.3,7.9,-6.4%,2.8%,0.9,1.5,1.0%,-0.7
O=C(Nc1ccncc1)c1ccc(Cl)c(S(=O)(=O)N2CCCC2)c1,0.3%,-7.6,-5.1,-1.3%,-6.5%,16.1,10.0,0.8%,-0.3
COC(=O)c1cc(NS(=O)(=O)c2ccc(N3CCOCC3)c(NC(C)=O)c2)cc(C(=O)OC)c1,1.6%,1.8,6.1,-3.6%,-10.8%,2.0,4.0,3.8%,11.2
Nc1c(C(=O)NC23CC4CC(CC(C4)C2)C3)sc2nc3c(c(C(F)(F)F)c12)CCC3,-0.1%,-1.2,-12.4,-5.1%,-0.2%,-1.0,2.2,-4.8%,7.9

# Three of the entries above in order of their number in D1 agonist, descending:
SMILES	D1 agonist
O=C(Nc1ccncc1)c1ccc(Cl)c(S(=O)(=O)N2CCCC2)c1	16.1
O=C(CSc1nnc(-c2ccc(F)cc2)o1)NC1CCCC1	3.1
O=C(NCC1CCCCC1)c1cc([N+](=O)[O-])ccc1Cl	1.5

# Screening results from PubChem BioAssay.

# Some of the compounds tested; rates above refer to the full screens.
